Compound activity (PubChem BioAssay)
STK33 kinase inh – human STK33 kinase inhibition; Q9BYT3; purified STK33, MBP phosphorylation, ADP-Glo luminescence; inhibition, % at 10 µM; hit rate 0.073% among 320,000; AID 2661;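 active = inhibition at or above 25%, using the most active replicate where run in duplicate; inactive = inhibition below 25%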
Kir21 inh – blocks the mouse Kir2.1 inward-rectifier potassium channel; HEK293-Kir2.1, FluxOR thallium flux fluorescence; hits give low values; B-score at 10 µM; hit rate 0.85% among 310,000; AID 1672;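 active = fluorescence ratio B-score at or below minus 3 SD of library scores, with starting-brightness B-score within 2 SD, cut at about -4.2 in these data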;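 note: channel flux triggered by added potassium and thallium sulfate stimulus; B-score of peak minus minimum fluorescence over baseline after thallium stimulus; more negative B-score means stronger Kir2.1 block with less thallium influx; some compounds called inactive have numbers as strong as hits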
KCNQ2 inh – KCNQ2 potassium channel inhibitors, primary screen, cell-based, CHO-K1, FluxOR thallium flux, B-score (AID 2156) | O88943 | 20 min; hits give low values | B-score at 10 µM | hit rate 1.1% among 310,000;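 active = fluorescence ratio B-score at most minus 3 library SDs, with starting brightness B-score within 2 library SDs, cut at about -5.5 in these data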
Target sequence (O88943 whole entry, looked up): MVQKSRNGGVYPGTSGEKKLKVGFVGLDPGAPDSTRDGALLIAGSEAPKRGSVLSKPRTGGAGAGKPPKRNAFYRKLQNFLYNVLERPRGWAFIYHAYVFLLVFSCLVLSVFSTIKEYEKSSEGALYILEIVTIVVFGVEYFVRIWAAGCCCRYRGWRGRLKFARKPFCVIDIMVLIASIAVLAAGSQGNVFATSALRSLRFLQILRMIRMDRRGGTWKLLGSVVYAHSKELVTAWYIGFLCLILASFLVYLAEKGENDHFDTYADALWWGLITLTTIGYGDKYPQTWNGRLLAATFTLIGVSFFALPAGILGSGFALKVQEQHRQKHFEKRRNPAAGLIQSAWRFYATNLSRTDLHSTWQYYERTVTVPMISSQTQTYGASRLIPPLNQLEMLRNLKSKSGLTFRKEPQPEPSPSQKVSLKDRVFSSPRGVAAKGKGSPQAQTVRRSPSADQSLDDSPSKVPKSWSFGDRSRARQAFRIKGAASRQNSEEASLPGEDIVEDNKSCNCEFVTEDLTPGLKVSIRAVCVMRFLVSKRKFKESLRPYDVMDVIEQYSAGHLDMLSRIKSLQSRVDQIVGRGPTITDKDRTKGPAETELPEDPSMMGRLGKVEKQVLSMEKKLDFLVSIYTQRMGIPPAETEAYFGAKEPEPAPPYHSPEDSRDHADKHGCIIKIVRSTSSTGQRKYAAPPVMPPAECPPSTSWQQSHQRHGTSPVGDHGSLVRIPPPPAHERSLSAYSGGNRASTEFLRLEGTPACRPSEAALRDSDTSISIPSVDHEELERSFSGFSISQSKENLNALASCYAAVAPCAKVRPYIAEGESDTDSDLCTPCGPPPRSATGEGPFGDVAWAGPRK
An asterisk follows results filed as active; i = inactive; . = no result given.

Values in the order – STK33 kinase inh | Kir21 inh | KCNQ2 inh
1) CC1CCN(S(=O)(=O)c2ccc(NC(=O)c3ccncc3)cc2)CC1
    -2.4 | 1.6 | i
2) CCCn1nnnc1SCC(=O)Nc1sc(C)c(C)c1C#N
    -0.5 | -1 | i
3) CCCCC#Cc1ccc(C(=O)NNC(=O)Nc2cc(Cl)cc(Cl)c2)o1
    -2.1 | -0.01 | i
4) O=C(O)c1cccc(NC(=O)c2ccc3c(c2)C(=O)N(c2cccc([N+](=O)[O-])c2)C3=O)c1
    1.9 | -0.22 | i
5) COc1cc(OC)c(OC)cc1CN1CCN(C(=O)c2cccc3ccccc23)CC1
    -0.4 | -0.69 | i
6) CCOC(=O)c1cn2nc(-c3ccc(OC)cc3)cc2nc1C1CCN(C(=O)OC(C)(C)C)CC1
    0.0 | 0.72 | -8.6*
7) CN(C)CCn1c2c(c(SCC(=O)Nc3cccc4ccccc34)nc1=O)CCCC2
    -0.2 | -0.4 | i
8) CCCn1c(SCC(=O)Nc2ccccc2-c2ccccc2)nnc1-c1ccoc1C
    -1.0 | -3.7 | -5.8*
9) CCOc1ccc(NC(=O)C(C)Oc2ccccc2C(=O)Nc2cccc(Cl)c2Cl)cc1 (stereo not given)
    0.4 | -1.2 | i
10) COCCN(Cc1ccc(F)cc1)C(=O)c1cc2ccccc2oc1=O
    -0.1 | 0.39 | i
11) Cc1ccc(C(=O)Nc2ccc(C)c(S(=O)(=O)Nc3ccccc3Cl)c2)s1
    -0.5 | 0.28 | i
12) CC(=O)Nc1ccc(C(=O)OCC(=O)NC(=O)NC2CCCCC2)cc1
    -0.6 | -0.57 | i
13) COC(=O)C1CCN(c2nc3ccccc3nc2C(C#N)C(=O)NCCc2ccccc2)CC1 (stereo not given)
    -2.1 | 0.76 | i
14) CCC(C)(C(=O)NC1CCCCC1)N(C(=O)CNC(C)=O)c1c(C)n(C)n(-c2ccccc2)c1=O (stereo not given)
    0.3 | 1.1 | i
15) O=C(NCc1ccccn1)c1ccc(Cn2c(=S)[nH]c3ccc(Br)cc3c2=O)cc1
    -1.3 | 0.53 | i
16) CN1CCN(Cc2nc3ccccc3c(=O)n2CC#N)CC1
    -1.8 | -0.29 | i
17) CCc1ccc(N(C(=O)c2ccco2)C(C(=O)NC2CCCC2)c2ccncc2)cc1 (stereo not given)
    1.3 | -0.08 | i
18) C=CCNC(=S)N1CCN(S(=O)(=O)c2ccc(C)cc2)CC1
    -1.6 | -1.2 | i
19) CCn1c(SC)nnc1C1CCN(CC(=O)Nc2ccccc2N2CCOCC2)CC1
    -0.5 | -0.21 | i
20) O=C1CCC(=O)N(c2ccccc2)N1
    0.0 | -1.3 | i
21) COc1ccccc1CNC(=O)c1ccoc1C
    -1.9 | 1.5 | i
22) CCCCNS(=O)(=O)c1ccc2nc(-c3cccnc3)cc(C(=O)NC3CC3)c2c1
    -2.1 | -0.01 | i
23) Cc1ccccc1Oc1nc2c(c(=O)n(C)c(=O)n2C)n1C
    -0.5 | -0.5 | i
24) CC1=C(C)CS(=O)N(S(=O)(=O)c2ccc(Cl)cc2)C1 (stereo not given)
    0.6 | -0.39 | i
25) Cn1cnnc1SCC(=O)Nc1nc(-c2ccc(F)cc2)cs1
    -1.0 | 0.56 | i
26) O=C(Nc1ccccc1)C1=C[C@H](C2CCCCC2)C[C@H](OCCCCO)O1
    -0.5 | 0.31 | i
27) O=C(NCCN1CCOCC1)C1CCN(Cc2ccccc2O)CC1
    -0.9 | 0.09 | i
28) Cc1cc(OC(=O)c2ccccc2C)c([N+](=O)[O-])c(=O)[nH]1
    0.4 | -0.5 | i
29) CCOC(=O)c1nnn(-c2nonc2N)c1CN1CCCC1
    . | 0.94 | i
30) N#Cc1nc(Cc2cccc3ccccc23)oc1N1CCN(c2ccccc2)CC1
    -0.9 | 1.2 | i
31) CCC(=O)Oc1c(C(=O)CC)cc2c(C)cc(=O)oc2c1C
    -3.5 | -0.11 | i
32) CCOC(=O)C1CCN(C(=O)CCCN2C(=O)c3ccccc3C2=O)CC1
    2.5 | -0.16 | i
33) CCOC(=O)c1cnc(-c2ccccc2)nc1Oc1ccccc1
    0.8 | 1.2 | i
34) CC1=CC(C)C(/C=N/N=C(N)N)C(C)C1 (stereo not given)
    -0.9 | -3.4 | i
35) CSc1ccccc1C(=O)NC1CCCc2ccccc21 (stereo not given)
    -1.7 | 1.5 | i
36) COc1ccccc1Nc1nc(N)nc(CN2CCN(c3ccccc3)CC2)n1
    -1.1 | 0.65 | i
37) Cc1cccc(C(=O)N/N=C2/SCC(=O)N2Cc2ccccc2)c1
    -0.7 | 0.81 | i
38) CC(C)n1nc(C(=O)Nc2nnc(C3CC3)s2)c2ccccc2c1=O
    2.5 | 0.25 | i
39) Cc1ccc(C(=O)NNC(=O)c2cc3ccccc3cc2O)cc1
    -1.5 | 0.42 | i
40) Oc1oc(-c2ccccc2Br)nc1/C=N/c1ccccn1
    0.7 | 0.82 | i
41) CCS(=O)(=O)NCC(c1cccnc1)N1CCN(c2ccccc2)CC1 (stereo not given)
    -0.9 | 0.23 | i
42) O=C(/C=C/c1ccccc1[N+](=O)[O-])Nc1ccccc1
    -0.5 | 0.01 | i
43) N#CC(c1ccc(Cl)nn1)c1ccccc1Cl (stereo not given)
    -2.6 | -0.91 | i
44) CC(OC(=O)c1ccccc1C(=O)N(C)c1ccccc1)C(=O)Nc1ccc(C(N)=O)cc1 (stereo not given)
    -0.3 | -1.2 | i
45) CCOCCCNC(=O)c1cc2c(=O)n3ccccc3nc2s1
    1.8 | -0.38 | i
46) CCN(CC)CCOC(=O)c1cccc2c1-c1ccccc1C2O (stereo not given)
    2.6 | 0.73 | i
47) CCCC(=O)NCCCc1nc2ccccc2n1CCC
    -0.5 | 1 | i
48) O=Cc1cc([N+](=O)[O-])ccc1N1CCN(Cc2ccc3c(c2)OCO3)CC1
    -0.9 | -0.55 | i
49) Cc1ccc2oc(=O)c3cnn(CC(=O)N4CCCc5ccccc54)c3c2c1
    -0.8 | -0.16 | i
50) S=C(Nc1ccc(Cl)cc1Cl)N1CCCCC1
    -2.7 | -0.24 | i

Some of the entries so far, in transposed form:
#43 N#CC(c1ccc(Cl)nn1)c1ccccc1Cl (stereo not given)
#45 CCOCCCNC(=O)c1cc2c(=O)n3ccccc3nc2s1

Screen / compound no. | 43 | 45
STK33 kinase inh | -2.6 | 1.8
Kir21 inh | -0.91 | -0.38
KCNQ2 inh | i | i

(continued)
Values in the order – STK33 kinase inh | Kir21 inh | KCNQ2 inh
51) COc1ccc(CSc2nc(N3CCOCC3)c3c(c2C#N)CC(C)(C)OC3)cc1
    0.3 | 1.2 | i
52) CCCNC(=O)COc1coc(CN2CCN(c3ccccc3OC)CC2)cc1=O
    -0.3 | -2.1 | i
53) CN(C)CCCN1C(=O)c2cc3ccccc3cc2C1=O
    1.1 | -0.02 | i
54) CCOC(=O)CSc1nc(C)[nH]c1[N+](=O)[O-]
    -1.5 | -1 | i
55) NCc1nc(-c2ccc(Cl)cc2)no1
    0.0 | -0.02 | i
56) CCN(CC)CCCNC(=O)C1c2ccccc2C(=O)N1Cc1ccc(C)cc1 (stereo not given)
    0.2 | -0.24 | i
57) CC(=O)c1c(O)cc(C(C)C)n(-c2ccccc2)c1=O
    -0.2 | 0.51 | i
58) COc1ccc(NC(=O)N2CCCC2C(=O)NC23CC4CC(CC(C4)C2)C3)cc1 (stereo not given)
    -0.9 | 0.29 | i
59) CC(C)c1nc(SCC(=O)Nc2ccc(N3CCOCC3)cc2)c2ccccc2n1
    -0.7 | 0.78 | i
60) CC(=O)Nc1nc2ccccc2n1CCOc1ccccc1
    -0.8 | -0.66 | i
61) O=C(NCC(c1ccco1)N1CCN(c2ccccc2F)CC1)c1ccco1 (stereo not given)
    -0.2 | 0.75 | i
62) O=C(NCc1ccco1)C(c1cccs1)N(C(=O)Cc1cccs1)c1ccccc1 (stereo not given)
    -2.5 | 0.57 | i
63) CC(C)c1ccc(NC(=O)NC(C)c2ccc3c(c2)OCO3)cc1 (stereo not given)
    -0.2 | 0.06 | i
64) CCCC(=O)Nc1ccc(C(=O)Nc2nnc(COCC)s2)cc1
    -1.0 | -0.52 | i
65) O=C(NCC(c1ccco1)N1CCCCC1)c1ccc(NS(=O)(=O)c2ccc(F)cc2)cc1 (stereo not given)
    0.7 | 0.24 | i
66) CCOCc1nnc(NC(=O)c2cc(OC)c(OC)c(OC)c2)s1
    0.7 | -0.49 | i
67) O=C(c1ccc(F)cc1)N1CCN(c2ccc(N3CCOCC3)nn2)CC1
    -0.8 | -0.73 | i
68) CN(C)CCCN(C(=O)c1ccc(Br)s1)c1nc2cc3c(cc2s1)OCO3
    0.2 | -3.1 | i
69) O=C(O)CCCCCNS(=O)(=O)c1ccc2c3c(cccc13)C(=O)N2
    0.2 | 0.35 | i
70) O=C(N1CCN(c2ccccc2)CC1)C1(c2cccs2)CCOCC1
    -0.3 | 0.37 | i
71) O=C(CCNS(=O)(=O)c1ccc(OC(F)(F)F)cc1)N1CCN(C/C=C/c2ccccc2)CC1
    -1.3 | 0.96 | i
72) CN(C)c1ccc(NC(=O)CSc2nnc(-c3ccco3)c(-c3ccco3)n2)cc1
    0.0 | -0.12 | i
73) C#CCOCCOCCOCCNc1nc(N2CCN(C(=O)[C@H](Cc3ccc(O)cc3)n3cc([C@@H](N)CC(C)C)nn3)CC2)nc(N2CCN(C(=O)[C@H](Cc3ccc(O)cc3)n3cc([C@@H](N)CC(C)C)nn3)CC2)n1
    -0.2 | 0.31 | i
74) Cc1nc2sccn2c(=O)c1S(=O)(=O)NCc1ccccc1Cl
    -0.1 | 0.75 | i
75) c1coc(-c2ccnc3nc(-n4cccc4)nn23)c1
    -1.0 | 1.9 | i
76) O=C(O)C1Cc2ccccc2-c2ccccc2C1
    0.8 | -1.7 | i
77) COc1cccc(NC(=O)COC(=O)c2c(F)cccc2Cl)c1
    -0.8 | 0.09 | i
78) O=C(c1cc(-c2ccc(F)cc2)on1)N1CCN(c2ccc(F)cc2)CC1
    1.7 | -1.9 | i
79) O=C(CSc1nc2cc([N+](=O)[O-])ccc2n1-c1ccc(F)cc1)NC1CCS(=O)(=O)C1 (stereo not given)
    -0.5 | -1 | i
80) Cc1cc(C(=O)COC(=O)c2ccc[nH]c2=O)c(C)n1C
    -1.7 | -1.5 | i

Rewritten in transposed form: entries from further up.
#80 Cc1cc(C(=O)COC(=O)c2ccc[nH]c2=O)c(C)n1C
#74 Cc1nc2sccn2c(=O)c1S(=O)(=O)NCc1ccccc1Cl
#78 O=C(c1cc(-c2ccc(F)cc2)on1)N1CCN(c2ccc(F)cc2)CC1
#76 O=C(O)C1Cc2ccccc2-c2ccccc2C1
#79 O=C(CSc1nc2cc([N+](=O)[O-])ccc2n1-c1ccc(F)cc1)NC1CCS(=O)(=O)C1 (stereo not given)
screen / no. | 80 | 74 | 78 | 76 | 79
STK33 kinase inh | -1.7 | -0.1 | 1.7 | 0.8 | -0.5
Kir21 inh | -1.5 | 0.75 | -1.9 | -1.7 | -1
KCNQ2 inh | i | i | i | i | i

Additional records follow:
Values in the order – STK33 kinase inh | Kir21 inh | KCNQ2 inh
81) O=C(Nc1nnc(CCc2ccccc2)s1)c1ccccc1
    -1.2 | -0.63 | i
82) Cc1nc2ccccn2c1P(=O)(N1CCCCC1)N1CCCCC1
    -0.6 | 1.4 | i
83) CC1CCCC(C)N1S(=O)(=O)c1ccc(S(=O)(=O)N2CCOCC2)cc1 (stereo not given)
    -0.4 | 0.19 | i
84) CNC(=O)c1ccsc1NC(=O)CS(=O)(=O)c1ccc(Cl)cc1
    3.6 | -1.8 | i
85) COc1ccc(OC)c(C2C(C(=O)O)c3ccccc3C(=O)N2C)c1 (stereo not given)
    -0.7 | -0.68 | i
86) COc1cccc(NC(=O)N2CCC(NC(=O)C3CCCCC3)CC2)c1
    -1.5 | 0.36 | i
87) CCOc1cc(S(=O)(=O)n2ccnc2)ccc1Br
    0.3 | -0.01 | i
88) CCOc1ccc(/C=N/NC(=O)c2ccc(CSc3nc4ccccc4[nH]3)cc2)cc1
    -1.4 | 2.9 | i
89) Cn1cnnc1SCC(=O)Nc1cccc(C(=O)O)c1
    0.1 | 0.63 | i
90) O=C(OCC(=O)N1CCC(Cc2ccccc2)CC1)c1cc(Cl)ccc1O
    -0.2 | -0.4 | i
91) O=C(NCCN1CCNCC1)c1ccccn1
    -1.0 | -0.02 | i
92) CCOc1ccccc1CN1CCNC(=O)C1CC(=O)NCCc1ccccn1 (stereo not given)
    -1.1 | -0.1 | i
93) Cc1ccc(C)c(N2C(=O)CC(Cc3ccc(Br)cc3)C2=O)c1 (stereo not given)
    0.8 | -0.36 | i
94) O=C(O)c1ccc(S(=O)(=O)N2CCC(NC(=O)C3CCCCC3)CC2)cc1
    -1.1 | 0.3 | i
95) Cc1cccc(C)c1NC(=S)NCCc1ccc(O)c(O)c1
    -0.8 | -1.5 | i
96) Cc1ccc(NS(=O)(=O)Cc2ccccc2)cc1Cl
    -0.7 | -0.41 | i
97) COC(=O)c1ccc(C)c(NC(=O)CN(c2ccc3c(c2)OCO3)S(C)(=O)=O)c1
    0.2 | -0.88 | i
98) CCc1nc2ccc(Cc3ccc4nc(CC)[nH]c4c3)cc2[nH]1
    0.7 | -2.4 | i
99) OCCNc1nc(N2CCOCC2)nc(N2CCOCC2)n1
    -1.1 | -4 | i
100) CCC(C(=O)Nc1cccnc1)n1c(=O)[nH]c2ccccc2c1=O (stereo not given)
    -0.5 | 0.44 | i
101) CCN(CC)S(=O)(=O)c1nnc(NC(=O)c2ccco2)s1
    -0.8 | 0.07 | i
102) O=C(CNC(=O)[C@@H]1Cc2ccccc2CN1)Nc1ccc2c(c1)OCCO2
    -1.0 | 1.4 | i
